Screening data as filed in PubChem.
ELG1 repair inh: qHTS screen for small molecules that inhibit ELG1-dependent DNA repair in human embryonic kidney (HEK293T) cells expressing luciferase-tagged ELG1. 2.3% of 330,000 active. AID 504467, 2011. HEK293T ELG1-luciferase reporter, luminescence, 16 h; DNA damage induced by 5-fluorouridine. Potency, µM (doses to about 46.1 µM), for the others: at the top dose activity change, negative = inhibition, hits mostly inhibitors; note: potency is the fitted concentration of half-maximal effect; % is set by controls: 0 for no effect and ±100 for the full control effect; nearly all actives have a fitted effect of over 55% in size
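Cells (2,000 per well) received 5-fluorouridine plus test compound or DMSO and were incubated 16 hr at 37 °C, 5% CO2. Luciferase activity was read by luminescence 30 min after ONE-Glo addition; signal suppression marked inhibition of damage-induced ELG1 function.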
TSHR antagonist: Antagonists of the Thyroid Stimulating Hormone Receptor: HTS campaign; AID 504810, 2011; Thyrotropin receptor (Homo sapiens), P16473; activity change, negative = inhibition, % at 11.5 µM; 0.2% of 330,000 active; TSHR-expressing cells, TSH-stimulated cAMP HTRF, 2 h; hits give low values;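 active = activity change below a set negative limit, meaning inhibition stronger than a set level, cut at about -70% in these data; inconclusive = activity change between two set negative limits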; note: % is set by controls: 0 for no effect and ±100 for the full control effect
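Competitive HTRF cAMP read-out (cryptate anti-cAMP antibody, cAMP-d2; 30 min, room temperature) in freshly harvested TSHR cells. Compounds added before TSH at EC80 (4nM final), followed by 2 hours' incubation at 37 deg C.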
uPA generation: qHTS for Inhibitors of Cell Surface uPA Generation | 0.31% of 330,000 active | cell surface uPA generation assay, qHTS | Potency, µM (series often up to 38.3 µM), without a hit: at the top dose activity change, negative = inhibition, actives largely listed as inhibitors; active = well fitted inhibition curve with a large enough effect; inconclusive = small, poorly fitted or top-dose-only effect; inactive = no such curve, though single readings can be large or run the other way; tested in mouse RAW 264.7 cells; note: potency is the fitted concentration of half-maximal effect; % is set by controls: 0 for no effect and ±100 for the full control effect; nearly all actives have a fitted effect of over 55% in size
Mito fusion yeast: qHTS Assay for Small Molecule Inhibitors of Mitochondrial Division or Activators of Mitochondrial Fusion. S. cerevisiae fusion-defective mutant growth rescue, CellTiterGlo 48 h. Potency, µM (highest dose often 46.1 µM), for the others: top-dose growth rescue (activation), most hits filed as activators. 0.23% of 320,000 active. AID 485298, 2010;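 note: potency is the fitted concentration of half-maximal effect; % of control where 0% means no effect; nearly all actives have a fitted effect of over 45% in size; temperature-sensitive fusion mutants such as fzo1-1 at 37 °C on non-fermentable ethanol glycerol medium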
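Compounds are tested for their ability to restore growth of mitochondrial fusion-defective yeast strains at non-permissive 37C in YPEG medium over 48 hours. Viability is quantified by luciferase luminescence.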
USP2a block: qHTS Assay for Inhibitors of Ubiquitin-specific Protease USP2a Using CHOP2 as the Reporter | USP2 core, Ub-CHOP2 coupled fluorogenic reporter, 485/531 | Potency, µM (series often up to 38.3 µM), without a hit: at the highest dose activity change, negative = inhibition, usual class: inhibitors | 0.01% of 330,000 active | AID 463254, 2010;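 note: potency is the fitted concentration of half-maximal effect; plate controls were DMSO wells for no effect and full inhibition by NEM control for full effect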
Target sequence (O75604 whole entry, looked up): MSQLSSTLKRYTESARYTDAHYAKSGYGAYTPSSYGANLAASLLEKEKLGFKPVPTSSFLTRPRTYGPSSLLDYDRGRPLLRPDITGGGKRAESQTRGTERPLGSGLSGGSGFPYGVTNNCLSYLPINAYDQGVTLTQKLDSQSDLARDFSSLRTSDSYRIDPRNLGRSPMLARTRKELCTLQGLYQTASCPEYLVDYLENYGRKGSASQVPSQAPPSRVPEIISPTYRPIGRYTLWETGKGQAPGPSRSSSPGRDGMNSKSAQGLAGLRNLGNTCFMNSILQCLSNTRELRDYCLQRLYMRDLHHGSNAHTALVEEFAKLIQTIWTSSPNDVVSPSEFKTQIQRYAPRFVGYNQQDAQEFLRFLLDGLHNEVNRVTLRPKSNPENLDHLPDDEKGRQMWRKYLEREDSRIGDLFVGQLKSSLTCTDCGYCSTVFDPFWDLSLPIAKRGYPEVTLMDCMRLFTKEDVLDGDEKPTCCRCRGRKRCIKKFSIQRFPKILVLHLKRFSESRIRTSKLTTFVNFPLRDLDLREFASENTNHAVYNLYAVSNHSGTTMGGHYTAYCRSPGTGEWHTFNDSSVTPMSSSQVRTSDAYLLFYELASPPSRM
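Deubiquitinase activity read as fluorescence (485/531 nm) after Ub-CHOP2 cleavage activates the enterokinase reporter on its substrate; USP2 core 10nM, Ub-CHOP2 and substrate 25nM each, 30min compound preincubation then 60min RT; data normalized to NEM, curves fitted.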
Tb PFK inh: qHTS Assay to Find Inhibitors of T. brucei phosphofructokinase; 0.17% of 330,000 active; AID 485367, 2010; ATP-dependent 6-phosphofructokinase (Trypanosoma brucei brucei), O15648; T. brucei PFK, ADP-Glo luminescence; Potency, µM (top dose mostly 57.5 µM), without a hit: top-dose activity, negative = inhibition, usual class: inhibitors;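 note: potency is the fitted concentration of half-maximal effect; 0% = uninhibited 1x PFK enzyme wells and -100% = no-enzyme wells; nearly all actives have a fitted effect of over 60% in size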
Target sequence (O15648 whole entry, looked up): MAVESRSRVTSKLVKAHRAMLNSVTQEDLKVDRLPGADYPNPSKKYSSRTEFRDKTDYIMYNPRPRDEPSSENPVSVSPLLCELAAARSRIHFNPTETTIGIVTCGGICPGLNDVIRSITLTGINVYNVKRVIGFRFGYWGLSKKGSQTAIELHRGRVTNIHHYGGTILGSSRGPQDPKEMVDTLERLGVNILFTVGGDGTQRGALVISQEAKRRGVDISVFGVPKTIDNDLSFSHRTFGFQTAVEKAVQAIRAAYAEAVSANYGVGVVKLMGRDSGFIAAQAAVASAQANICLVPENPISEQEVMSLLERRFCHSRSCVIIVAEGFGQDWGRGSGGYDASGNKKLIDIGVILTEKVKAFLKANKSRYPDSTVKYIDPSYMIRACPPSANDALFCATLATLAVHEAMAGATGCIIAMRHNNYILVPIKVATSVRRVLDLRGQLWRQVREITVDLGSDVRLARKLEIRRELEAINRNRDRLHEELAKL
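Luminescent ADP detection (ADP-Glo, two-step: ATP depletion then ADP-to-ATP conversion for luciferase) reported PFK activity after 45 min room-temperature reaction of 1.25 nM enzyme with 0.5 mM F6P and 0.1 mM ATP at pH 8.0.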
TCR act: Activators of T cell receptors: qHTS campaign; primary human leukocytes, anti-CD3, IL-2 HTRF, 48 h; Potency, µM (highest dose often 9.22 µM), inactives show at the top dose activation of IL-2 secretion, most hits filed as activators; 330,000 tested, under 10 active; note: % of control where 0% means no effect
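Compounds are tested in HTS on primary human leukocytes co-incubated with a-CD3 beads for 48 hr. IL-2 output is measured by time-resolved FRET.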
B2AR arrestin: qHTS assay of beta-arrestin-biased ligands of beta2-adrenergic receptor; 0.02% of 330,000 active; Beta-2 adrenergic receptor (Homo sapiens), P07550; AID 492947, 2010; Potency, µM (doses to about 46.1 µM), without a hit: top-dose activation, most hits filed as activators; beta-arrestin recruitment to beta2AR, cell-based reporter;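 note: potency is the fitted concentration of half-maximal effect; 0% = DMSO controls and full agonism = EC100 isoproterenol or metaproterenol; nearly all actives have a fitted effect of over 65% in size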
Chronic BCR inh: qHTS Assay to Find Inhibitors of Chronic Active B-Cell Receptor Signaling. 0.05% of 340,000 active. ABC-DLBCL IkBa-CBG/CBR reporter, luminescence ratio, 4 h. Potency, µM (highest dose often 46.1 µM), inactives show at the highest dose ratio change, negative = lower green/red ratio, usual class: inhibitors; active = well fitted inhibition curve with a large enough effect in the signal ratio, with a control signal flat, not every such curve was filed as active; inconclusive = small, poorly fitted or top-dose-only effect, or effect the other way, or a change in a side signal; the % refers to the signal ratio;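 note: potency is the fitted concentration of half-maximal effect; plate controls were basal doxycycline-induced cells for no effect and cells given 10 µM MG132 for full effect; MG132 reads +100%, hits lower the ratio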
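Doxycycline induced both beetle luciferases in TMD8 lymphoma cells; IKK-driven degradation limits the IkappaBalpha-fused green signal, while red luminescence normalises for cell number and nonspecific effects. Compounds tested up to 46 uM, 4 hrs.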
TSG101-PTAP inh: qHTS Assay for Iinhibitors of HIV-1 Budding by Blocking the Interaction of PTAP/TSG101; Tumor susceptibility gene 101 protein (Homo sapiens), Q99816; Fluorescence polarization, FITC-PTAP peptide / Tsg101 binding; Potency, µM (doses to about 115 µM), without a hit: top-dose activity change, negative = inhibition, usual class: inhibitors; 340,000 tested, under 10 active; AID 493005, 2010; active = well fitted inhibition curve with a large enough effect in the main read-out, with a control signal flat, not every such curve was filed as active; inconclusive = small, poorly fitted or top-dose-only effect, or effect the other way, or a change in a side signal; inactive = no such curve, though single readings can be large or run the other way; note: potency is the fitted concentration of half-maximal effect; % of control where 0% means no effect
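Fluorescence anisotropy tracks displacement of a FITC-tagged PTAP peptide (50 nM) from the Tsg101 binding domain (10 uM), following a 20 min room-temperature incubation at pH 7.5.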
Eya2 phos inh: qHTS Assay for Inhibitors of the Phosphatase Activity of Eya2; Potency, µM (top dose mostly 76.9 µM), for the others: at the top dose activity, negative = inhibition, most hits filed as inhibitors; 0.006% of 330,000 active; AID 488837, 2010; recombinant Eya2, OMFP fluorescence dephosphorylation (OMFP is methylfluorescein phosphate); Protein phosphatase EYA2 (Homo sapiens), O00167; note: potency is the fitted concentration of half-maximal effect; % is set by controls: 0 for no effect and ±100 for the full control effect
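Eya2 protein (added as 0.2 uM solution) was preincubated with compound for 10 min at ambient temperature in 50 mM HEPES pH 7.5, 50 mM NaCl, 5 uM MgCl2, 0.05% BSA, 1 mM DTT. OMFP (added at 50 uM) then reacted 10 min; fluorescence read at 485/525 nm.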
An asterisk follows results filed as active; ? = inconclusive; · = not tested or not shown; [ ] = dose if it differs, or a comment. Unless noted, calls come from the whole dose curve; as a rule, active = well fitted curve in the direction sought with a large enough effect; inconclusive = small, poorly fitted or top-dose-only effect, or another doubt; inactive = no such curve, though single readings can be large; an effect the other way counts as inactive or inconclusive.

No.	SMILES	Tb PFK inh	TSHR antagonist	Chronic BCR inh	B2AR arrestin	uPA generation	TCR act	TSG101-PTAP inh	ELG1 repair inh	Eya2 phos inh	Mito fusion yeast	USP2a block
1	O=C(CCSCc1ccccc1Cl)N1CCN(c2cccc(Cl)c2)CC1	-8%	-12	?	-0.4%	·	-2%	2%	-13%	-6%	-7%	-1%
2	O=C(NNC(=S)NC1CC2C=CC1C2)c1ccncc1 (stereo unspecified)	3%	-1	-16%	3.6%	-1%	2%	-1%	11%	13%	-1%	0%
3	Cc1ccc(NC(=O)CSc2nnnn2C2CC2)cc1S(=O)(=O)N1CCOCC1	24%	1	4%	-0.3%	-4%	-1%	1%	-7%	9%	-4%	-1%
4	CC(C)N(CCCNC(=O)Cn1ncc2c([nH]c3ccccc32)c1=O)Cc1ccccc1	2%	2	-12%	0.3%	3%	-4%	-5%	3%	-4%	-1%	-2%
5	CC(C)[C@H](NC(=O)c1ccco1)C(=O)N(C)Cc1ccc(C(F)(F)F)cc1	-4%	-5	5%	0.1%	5%	3%	-7%	-3%	-5%	6%	0%
6	c1ccc(CCNCCOc2ccccc2)cc1	-2%	4	0%	0.4%	4%	-1%	1%	3%	-2%	-5%	0%
7	COc1ccc(NC(=S)N2CCN(c3ncccn3)CC2)c(OC)c1	-8%	0	0%	-1.1%	4%	-4%	-1%	3%	7%	-1%	0%
8	CCN(Cc1ccccc1)C(=O)c1ccc(C)c(S(=O)(=O)N2CCCCC2)c1	-19%	6	5%	0.3%	-21%	-3%	-7%	15%	6%	6%	-1%
9	CC(C)(C)c1ccc(OCC(=O)Nc2ccncc2)cc1	2%	-20	-2%	0.0%	-1%	8%	0%	-5%	-8%	-2%	1%
10	Cc1cc(NC(=O)c2nn3cccnc3c2Cl)no1	0%	7	?	0.1%	·	1%	-10%	?	27%	0%	1%
11	COc1ccc(C(=O)N2C(=S)NC(=O)/C2=C\c2ccc(C)cc2)cc1	-7%	-24	?	0.0%	2%	-3%[46.1 µM]	27%	24%	7%	4%	-4%
12	Cc1[nH]nc(SCC(=O)NC(C)c2ccccc2)c1[N+](=O)[O-] (stereo unspecified)	0%	15	-17%	0.4%	4%	2%	1%	17%	-1%	-2%	1%
13	COc1cccc(/C(O)=C2/C(=O)C(=O)N(CCCN3CCOCC3)C2c2ccncc2)c1 (stereo unspecified)	4%	-3	3%	0.3%	1%	5%	-4%	3%	10%	5%	4%
14	COC(=O)c1ccc(N2CCN(S(=O)(=O)c3ccc(C)cc3)CC2)c([N+](=O)[O-])c1	-8%	-15	2%	-0.1%	-1%	-1%	-3%	-26%	-3%	3%	4%
15	CC(=O)c1ccc(OC(=O)CCc2nc3ccccc3s2)cc1	-4%	7	?	0.2%	5%	3%	-2%	4%	-7%	?	0%
16	Cc1ccccc1NC(=S)N(CCN1CCOCC1)Cc1ccccc1F	2%	27	-1%	0.1%	5%	1%	-3%	-2%	-2%	1%	0%
17	COc1cccc(NC(=O)CN(C)C(=O)CCCc2nc3ccccc3s2)c1	-12%	-6	-5%	-0.8%	-1%	3%	0%	?	1%	-6%	-2%
18	COC(=O)C(NNc1ccc(F)cc1)(NC(=O)c1ccccc1)C(F)(F)F (stereo unspecified)	0%	-1	3%	-0.7%	-16%	1%[46.1 µM]	-2%	4%	4%	4%	5%
19	CCOc1c(Cl)cc(Cl)cc1CNCCNCCO	1%	-1	-22%	0.6%	-2%	·	-1%	13%	-4%	-9%	0%
20	COc1cc(NC(=O)Cc2c(C(=O)O)n(C)c3ccccc23)cc(OC)c1OC	-3%	-8	-9%	-0.4%	2%	3%	-4%	-7%	-2%	-1%	0%
21	CCOC(=O)C1(Cc2cccc(Cl)c2)CCCN(C(=O)c2ccc(COC)s2)C1 (stereo unspecified)	-17%	30	?	-0.2%	2%	·	-1%	-19%	-2%	8%	-6%
22	COc1cc(C(=S)N2CCN(C(c3ccccc3)c3ccccc3)CC2)cc(OC)c1O	-3%	-15	?	0.0%	3%	0%	-4%	-13%	-18%	7%	-1%
23	CN(CC(=O)Nc1ccccc1C(F)(F)F)C(=O)COc1ncnc2ccccc12	0%	2	3%	-0.2%	-1%	2%	2%	17%	15%	2%	10%
24	CCOC(=O)c1cc(CC)sc1NC(=O)CN1C(=O)C(=O)N(CC(C)C)C1=O	0%	2	7%	-1.0%	-5%	·	-3%	6%	-28%	-13%	-3%
25	Cc1ccc(SCCNC(=O)CN(c2ccc3c(c2)OCO3)S(C)(=O)=O)cc1	-4%	0	-2%	0.0%	5%	1%	-2%	4%	-25%	-2%	2%
26	CC1(C)CC(=O)C(N=Nc2c(Cl)cc(Cl)cc2Cl)=C(O)C1	-2%	13	-1%	-0.2%	-1%	-8%[46.1 µM]	-9%	?	0%	1%	-1%
27	CN(C)CCC(=O)c1ccc(Cl)cc1	-16%	-3	-2%	0.1%	-11%	5%	0%	12%	9%	-3%	1%
28	CC(=O)Nc1nc2c(s1)C(=O)NCCC2	5%	5	-5%	-0.2%	1%	5%	-3%	-26%	8%	-5%	3%
29	O=C1OCC(CO)(CO)N=C1NNc1ccccc1Cl	2%	10	-1%	-0.4%	3%	-7%	-8%	5%	-18%	-3%	3%
30	Cc1ccccc1CSc1ncc(C#N)c(N)n1	1%	-3	-2%	-0.1%	-2%	15%	0%	7%	-2%	-2%	-4%
31	Cn1c(=O)c(=O)n(C)c2cc(S(=O)(=O)CCC(=O)Nc3ccc(C(F)(F)F)cc3)ccc21	-1%	2	-2%	-0.9%	-8%	4%	-11%	22%	7%	1%	1%
32	CCN1CCN(CCC(=O)Nc2ccc3c(c2)OCO3)CC1	1%	4	-1%	6.8%	3%	-4%[46.1 µM]	-8%	-1%	2%	-1%	0%
33	COC(=O)CCC(=O)OC1(C)C(=O)C=C2C=C(C3CC3)N(c3cccc(C#N)c3)C=C2C1=O (stereo unspecified)	-4%	-6	2%	-0.4%	10%	-1%	-20%	1%	9%	13%	-3%
34	NS(=O)(=O)c1ccc(N/C=C\C(=O)c2ccncc2)cc1	-1%	-2	12%	-1.1%	2%	0%	0%	?	-11%	1%	3%
35	Nc1ccc2nc(SCc3ccc([N+](=O)[O-])cc3)sc2c1	-9%	-11	-2%	-0.2%	·	·	-6%	-7%	-4%	3%	-2%
36	CNC[C@H]1Oc2ccc(NC(=O)Nc3ccc4c(c3)OCO4)cc2C(=O)N([C@H](C)CO)C[C@@H]1C	0%	15	1%	-0.2%	12%	-2%	3%	?	10%	·	9%

A stretch taken from the entries so far, as a working copy:
No.	SMILES	Tb PFK inh	TSHR antagonist	Chronic BCR inh	B2AR arrestin	uPA generation	TCR act	TSG101-PTAP inh	ELG1 repair inh	Eya2 phos inh	Mito fusion yeast	USP2a block
31	Cn1c(=O)c(=O)n(C)c2cc(S(=O)(=O)CCC(=O)Nc3ccc(C(F)(F)F)cc3)ccc21	-1%	2	-2%	-0.9%	-8%	4%	-11%	22%	7%	1%	1%
32	CCN1CCN(CCC(=O)Nc2ccc3c(c2)OCO3)CC1	1%	4	-1%	6.8%	3%	-4%[46.1 µM]	-8%	-1%	2%	-1%	0%
33	COC(=O)CCC(=O)OC1(C)C(=O)C=C2C=C(C3CC3)N(c3cccc(C#N)c3)C=C2C1=O (stereo unspecified)	-4%	-6	2%	-0.4%	10%	-1%	-20%	1%	9%	13%	-3%
